# TCR activator: Activators of T cell receptors: qHTS campaign; primary human leukocytes, anti-CD3, IL-2 HTRF, 48 h; Potency, µM (highest dose often 9.22 µM), without a hit: at the highest dose activation of IL-2 secretion, usual class: activators; 330,000 tested, under 10 active; also: % of control where 0% means no effect
#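 Using a-CD3 beads without co-stimulation, primary human leukocytes were exposed to compounds for 48 hr. An HTRF IL-2 kit measured the cytokine, with europium-to-d2 energy transfer producing emission at 665nm upon 320nm excitation.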
# TRPV1 agonist: HTS Assay for Compounds that Act as Agonists of the Vanilloid Receptor 1; activation, % at 8.33 µM; TRPV1-expressing cells, Fluo-8 calcium influx, agonist mode; hit rate 0.19% among 320,000; AID 540275, 2011; Transient receptor potential cation channel subfamily V member 1 (Homo sapiens), Q8NER1; in the data active = activation above about 80%; inconclusive = between about 30% and that limit; also: 0% is about no effect
#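 Cells expressing TRPV1 were dye-loaded with Fluo-8 and read kinetically: 10 s baseline, 3 min after compound (agonist portion), then 2 min after EC20 capsaicin (allosteric enhancer portion). Calcium-bound dye fluorescence at 480/520 nm.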
# Integrin act MD: qHTS for Activators of Integrin-Mediated Alleviation for Muscular Dystrophy; alpha7betagal myoblasts, beta-gal FDG fluorescence, 48 h; Potency, µM (highest dose often 38.3 µM), without a hit: top-dose activation, actives largely listed as activators; AID 624291, 2012; hit rate 0.064% among 350,000;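 also: potency is read from the fitted curve at half-maximal effect; 100% = response of the positive control SU9516; nearly all actives have a fitted effect of over 60% in size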
#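 alpha7betagal+/- myoblasts (passage 13, 250/well) treated 48 h at 37C with compounds at 1:260 dilution of DMSO stock. Lysed, then beta-galactosidase activity read as FDG fluorescence (ex 480/em 540) after 30 min, with pre-read for autofluorescence.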
# BRCA1 expr up: qHTS Assay to Identify Small Molecule Activators of BRCA1 Expression; MCF7-BRCA1-FFLuc reporter, luminescence, 48 h; response scale: scaled: vehicle 0%, 10 µM genistein 100%; Potency, µM (series often up to 46.1 µM), for inactives: at the top dose activation, hits mostly activators; hit rate 1.1% among 380,000; also: potency is read from the fitted curve at half-maximal effect; nearly all actives have a fitted effect of over 80% in size; some results filed as inactive show a strong effect at the top dose
#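 MCF7 cells carrying a BRCA1-firefly luciferase reporter (2000 cells/well, phenol-red free MEM) were attached for 2 h at 37 °C, then given compounds for 48 h. Luminescence was read 15 min after luciferase reagent; activity normalized to genistein (10 microM) and DMSO.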
# B2AR arrestin: qHTS assay of beta-arrestin-biased ligands of beta2-adrenergic receptor. Beta-2 adrenergic receptor (Homo sapiens), P07550. beta-arrestin recruitment to beta2AR, cell-based reporter. Potency, µM (doses to about 46.1 µM), inactives show at the top dose activation, most hits filed as activators. hit rate 0.02% among 330,000;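 also: potency is read from the fitted curve at half-maximal effect; 0% = DMSO controls and full agonism = EC100 isoproterenol or metaproterenol; nearly all actives have a fitted effect of over 65% in size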
# CXXC DNA block: qHTS Fluorescence Polarization Assay for Inhibitors of MLL CXXC domain - DNA interaction. MLL-CXXC / FITC-HOXA9 DNA fluorescence polarization. Potency, µM (titrated, usually from 115 µM), for the others: top-dose activity change, negative = inhibition, hits mostly inhibitors. hit rate 0.037% among 290,000. AID 2662, 2010; active = well fitted inhibition curve with a large enough effect in the polarisation, with a control signal flat, not every such curve was filed as active; inconclusive = small, poorly fitted or top-dose-only effect, or effect the other way, or a change in a side signal; inactive = no such curve, though single readings can be large or run the other way; the % refers to the polarisation; also: potency is read from the fitted curve at half-maximal effect
#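 Fluorescence polarization: 7 uM MLL-CXXC (stock) preincubated 5 min with compounds, then 50 nM fluorescein-HOX-A9 DNA (stock) added; 30 min ambient. Buffer 50 mM Tris-HCl pH 7.5, 50 mM NaCl, 1 mM DTT, 0.05% BSA.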
# TSG101-PTAP inh: qHTS Assay for Iinhibitors of HIV-1 Budding by Blocking the Interaction of PTAP/TSG101; Tumor susceptibility gene 101 protein (Homo sapiens), Q99816; Fluorescence polarization, FITC-PTAP peptide / Tsg101 binding; Potency, µM (titrated, usually from 115 µM), without a hit: at the highest dose activity change, negative = inhibition, actives largely listed as inhibitors; 340,000 tested, under 10 active; AID 493005, 2010; active = well fitted inhibition curve with a large enough effect in the main read-out, with a control signal flat, not every such curve was filed as active; inconclusive = small, poorly fitted or top-dose-only effect, or effect the other way, or a change in a side signal; inactive = no such curve, though single readings can be large or run the other way; also: potency is read from the fitted curve at half-maximal effect; % of control where 0% means no effect
#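 Compounds were pin-transferred onto Tsg101 binding domain (10 uM final) in HEPES pH 7.5 buffer, then FITC-PTAP peptide was added at 50 nM final. After 20 min at RT, polarization reported peptide displacement across a qHTS concentration series.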
# p53 reactivation: qHTS assay for re-activators of p53 using a Luc reporter; H1299 p53-A138V BP100-luciferase reporter, luminescence, 24 h; Potency, µM (top dose mostly 92.2 µM), without a hit: at the highest dose activity change, positive = activation, most hits filed as activators; hit rate 0.063% among 320,000; AID 504706, 2011; also: potency is read from the fitted curve at half-maximal effect; % of control where 0% means no effect; nearly all actives have a fitted effect of over 45% in size
#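 p53-null H1299 cells stably carrying temperature-sensitive p53-A138V and a BP100-luciferase reporter were pinned with compounds (4-point, 1:5 series) and held 24 hrs at 37 deg C. Luminescence was read 10 min after detection reagent.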
# A-T KAP1 phos: qHTS Assay for Identifying a Potential Treatment of Ataxia-Telangiectasia; […] A-T fibroblasts, KAP-1 phosphorylation AlphaLISA; neocarzinostatin DNA damage 30 min before lysis; Potency, µM (doses to about 57.5 µM), for inactives: at the highest dose activation, hits mostly activators; hit rate 0.19% among 320,000; AID 485349, 2010; also: potency is read from the fitted curve at half-maximal effect; % of control where 0% means no effect; nearly all actives have a fitted effect of over 45% in size
#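 hTERT-immortalized A-T patient fibroblasts ([…]), 500 cells/well in OPTI-MEM, 1% FBS, got compounds for 60 min, then NCS for 30 min at 37C. Lysates were then assayed for phospho-KAP-1 by AlphaLISA (anti-pKAP1 donor, anti-KAP1 acceptor beads), 6 hr at 25C.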
# ELG1 repair inh: qHTS screen for small molecules that inhibit ELG1-dependent DNA repair in human embryonic kidney (HEK293T) cells expressing luciferase-tagged ELG1; HEK293T ELG1-luciferase reporter, luminescence, 16 h; DNA damage induced by 5-fluorouridine; hit rate 2.3% among 330,000; Potency, µM (series often up to 46.1 µM), without a hit: top-dose activity change, negative = inhibition, usual class: inhibitors; also: potency is read from the fitted curve at half-maximal effect; % is scaled to controls: 0 for no effect and ±100 for the full control effect; nearly all actives have a fitted effect of over 55% in size
#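 Overnight (16 hr) co-exposure of 2,000 cells/well to 5-fluorouridine and compound at 37 °C preceded detection. Luciferase was quantified via ONE-Glo luminescence; loss of signal denotes inhibition.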
# * = called active by the depositor; ? = inconclusive; . = not tested or not shown; [ ] = remark or other dose. Unless noted, calls follow the shape of the dose curve; as a rule, active = well fitted curve in the direction sought with a large enough effect; inconclusive = small, poorly fitted or top-dose-only effect, or another doubt; inactive = no such curve, though single readings can be large; an effect the other way counts as inactive or inconclusive. Rows were taken by chance, and some 3.8% of all compounds hit somewhere here.
SMILES,TCR activator,TRPV1 agonist,Integrin act MD,BRCA1 expr up,B2AR arrestin,CXXC DNA block,TSG101-PTAP inh,p53 reactivation,A-T KAP1 phos,ELG1 repair inh
CCOc1cc(N2CCOCC2)c(OCC)cc1NC(=O)COC(=O)c1c(CC)noc1C,19%[46.1 µM],.,14%,-28%,-0.7%,.,-8%,6%,12%,?
CCC(C)Nc1nc2c(c(=O)[nH]c(=O)n2C)n1CCOc1ccccc1 (stereo not given),3%,-4,?,-1%,0.2%,4%,2%,-4%,4%,-15%
Cc1ccc2nc(-c3ccc(SCC(=O)Nc4nc(C)cs4)nc3)[nH]c2c1,0%[46.1 µM],3,18%,27%,-0.4%,15%,-2%,?,4%,?
Cc1sc(NC(=O)c2ccccc2)c(C(c2ccccn2)N2CCN(CCO)CC2)c1C (stereo not given),3%[46.1 µM],-5,-21%,-64%,3.9%,-4%,99%[activator],-17%,-1%,0%
CCOC(=O)/C(=N\Nc1ccccc1Cl)N1CCN(C)CC1,0%[46.1 µM],-2,-12%,-8%,-0.3%,7%,-4%,-23%,-1%,-1%
COc1cc(S(=O)(=O)n2nc(C)cc2C)c(OC)cc1Cl,-1%,-3,9%,-4%,0.2%,1%,-9%,1%,3%,-1%
O=C(O)c1cnn2c(C(F)(F)F)cc(-c3ccco3)nc12,0%,-1,-1%[7.66 µM],1%,-0.5%,-8%,-7%,2%,-4%,1%
COc1cccc(C(C(=O)NC2CCCCC2)N(C(=O)c2csnn2)C2CC2)c1 (stereo not given),9%,2,13%,-4%,-0.4%,-1%,-1%,-4%,-3%,1%
O=C(Cc1cccs1)N(Cc1ccco1)C1(C(=O)NC2CCCC2)CCCCC1,-4%,16,0%,-31%,-0.2%,1%,-6%,-4%,5%,-11%
N#Cc1c(Sc2ncc(C(F)(F)F)cc2Cl)nsc1C/C=N\OCc1ccccc1Br,1%,-5,0%,-17%,-0.2%,17%,-5%,4%,.,14%
COc1ccc(CCNCc2ccc(-c3ccccc3)cc2)cc1OC,2%,.,-69%[inhibitor],-90%,.,.,-2%,.,.,.
Cc1ccc(NC(=O)CCc2nnc3ccc(N4CCN(C)CC4)nn23)cc1F,1%,-2,-20%,-3%,0.0%,6%,1%,5%,-2%,11%
CCOc1ccc(Nc2nc(Cl)nc(NCCO)n2)cc1,-1%[46.1 µM],1,?,0%,-0.4%,2%,-3%,-5%,0%,2%
Cc1cc(NC(=O)CN2CCN(C/C=C/c3ccccc3)CC2)c([N+](=O)[O-])cc1C,1%[46.1 µM],-1,-8%,-1%,-2.0%,1%,0%,-9%,-8%,?
O=[N+]([O-])c1cc2ccccc2nc1-c1ccccc1,2%,.,-12%,14%,.,.,-5%,.,.,.
COCCN(C(=O)c1cc(Cl)ccn1)c1c(N)n(Cc2ccccc2)c(=O)[nH]c1=O,0%,-1,4%,-14%,0.2%,.,0%,9%,-3%,9%
CNc1cnn(-c2ccc(C)cc2)c(=O)c1Sc1ccc(C)cc1,1%,3,21%,-6%,-0.2%,0%,-2%,2%,-1%,-6%
CC(C)[C@H](NC(=O)OCc1ccccc1)C(=O)OCC(=O)N1CCN(c2ccc(F)cc2)CC1,10%,5,-15%,-8%,-0.1%,.,1%,-4%,8%,?
CCc1ccccc1NCC(=O)Nc1ccc(Cl)c(C(F)(F)F)c1,-5%[46.1 µM],1,-43%,-84%,-0.2%,4%,-6%,4%,29%,-3%
O=S(=O)(c1ccccc1)N1CCN(c2ncccn2)CC1,.,2,2%,10%,-0.1%,-2%,.,-7%,7%,6%

# Reprinted from the part before: 4 compounds; new compounds follow.
SMILES,TCR activator,TRPV1 agonist,Integrin act MD,BRCA1 expr up,B2AR arrestin,CXXC DNA block,TSG101-PTAP inh,p53 reactivation,A-T KAP1 phos,ELG1 repair inh
CNc1cnn(-c2ccc(C)cc2)c(=O)c1Sc1ccc(C)cc1,1%,3,21%,-6%,-0.2%,0%,-2%,2%,-1%,-6%
CC(C)[C@H](NC(=O)OCc1ccccc1)C(=O)OCC(=O)N1CCN(c2ccc(F)cc2)CC1,10%,5,-15%,-8%,-0.1%,.,1%,-4%,8%,?
CCc1ccccc1NCC(=O)Nc1ccc(Cl)c(C(F)(F)F)c1,-5%[46.1 µM],1,-43%,-84%,-0.2%,4%,-6%,4%,29%,-3%
O=S(=O)(c1ccccc1)N1CCN(c2ncccn2)CC1,.,2,2%,10%,-0.1%,-2%,.,-7%,7%,6%
CCN(CC(=O)Nc1ccc2c(c1)OCCO2)C(=O)C1CCCCC1,1%,0,-15%,4%,-0.9%,1%,-5%,3%,-5%,6%
O=C(CSc1nnc(CN2CCCCC2)n1-c1ccccc1)c1ccc2c(c1)OCO2,1%[46.1 µM],24,12%,-38%,-1.2%,2%,-1%,12%,0%,-11%
Nc1cc(-c2nc3ncccc3o2)ccc1Cl,-2%[46.1 µM],?,-18%,-10%,0.2%,13%,-1%,?,3%,?
O=C(CCCNS(=O)(=O)c1ccc(Br)cc1)N1CC[C@@]2(O)CCCC[C@H]2C1,4%,1,-43%,-4%,-0.5%,2%,-2%,-11%,5%,-14%
CN1C(=O)S/C(=C/c2cccnc2)C1=O,0%,6,-34%[7.66 µM],1%,-0.2%,3%,2%,?,2%,18%
O=C(CN1C(=O)CSc2ccc(S(=O)(=O)N3CCOCC3)cc21)NCc1ccc(F)cc1,-3%,2,31%,4%,0.0%,8%,0%,0%,-5%,-2%
COc1ccc(CC(=O)NCC2CCCN(Cc3ccc(F)c(OC)c3)C2)cc1 (stereo not given),-2%,4,-14%,20%,0.2%,5%,-4%,.,-8%,-2%
Cc1cc(C(c2nnnn2Cc2ccccc2)N2CCOCC2)c(C)n1-c1ccc2c(c1)OCO2 (stereo not given),1%,7,-47%[inhibitor],-35%,-0.3%,20%,-2%,32µM*,0%,-17%
C/C(=N/NC(=O)c1ccn(C)n1)c1ccncc1,0%,11,47%,61%,-0.4%,0%,-1%,4%,7%,0%
COc1cc(NC(=O)c2c3c(nc4ccccc24)CCC3)cc(OC)c1,4%,.,-21%,-25%,-0.5%,12%,-5%,8%,-2%,11%
N=c1cc(C2(O)CCCCC2)n2c(nc3ccccc32)s1,2%,-1,-40%,-1%,-0.3%,5%,-3%,?,-1%,?
O=C(NC[C@@H]1CCCO1)c1cccc2c1C(=O)c1ccc(N3CCOCC3)cc1S2(=O)=O,3%,.,3%,-16%,0.0%,.,0%,-1%,-8%,?
C=CCc1c(C)c(C#N)c2nc3ccccc3n2c1NCCN(C)C,-7%,2,17%,6%,0.2%,-3%,-12%,2%,0%,-7%
O=S(=O)([N-]c1nc2ccccc2nc1-n1cc[n+](Cc2ccccc2)c1)c1ccc(Cl)cc1,1%,2,11%,16%,0.3%,2%,-1%,1%,20µM*,?
COc1ccc(OC)c(NC(=O)c2ccc(NS(C)(=O)=O)cc2)c1,-20%,2,-9%,-3%,0.1%,1%,-3%,5%,-1%,-1%
COc1ccccc1NC(=O)CSc1nnc(-c2ccccn2)o1,2%,-5,-4%,61%,0.4%,-4%,-5%,?,0%,?
Cc1c(NC(=O)COC(=O)Cn2cc(C(F)(F)F)ccc2=O)cccc1[N+](=O)[O-],2%,14,17%,9%,0.1%,.,-6%,6%,-17%,20%
O=C1CN(C(=O)c2ccccc2F)C(c2ccc(F)cc2)c2cc(F)ccc2N1 (stereo not given),-2%,10,7%,-11%,-0.5%,7%,-12%,-5%,-6%,-32%
CCC1CCCCN1CCCNC(=O)c1ccc2c(c1)N(Cc1ccc(F)cc1)C(=O)c1ccccc1S2=O (stereo not given),1%,-1,-63%[inhibitor],-2%,-0.1%,18%,0%,-12%,1%,?

# Printed as active in p53 reactivation (from the list above):
SMILES,TCR activator,TRPV1 agonist,Integrin act MD,B2AR arrestin,CXXC DNA block,TSG101-PTAP inh,p53 reactivation
Cc1cc(C(c2nnnn2Cc2ccccc2)N2CCOCC2)c(C)n1-c1ccc2c(c1)OCO2 (stereo not given),1%,7,-47%[inhibitor],-0.3%,20%,-2%,32µM*

# Source: PubChem
